Screens as filed in PubChem BioAssay.
D3 ag: D3 dopamine receptor (human) agonism. D3R DiscoveRx beta-arrestin cells, luminescence, 90 min. max activation, %. hit rate 0.58% among 410,000; in the data active means max activation above about 30%; further: 0% is about no effect; mostly tested at two doses, the higher about 12 µM
Target sequence (P35462 whole entry, looked up): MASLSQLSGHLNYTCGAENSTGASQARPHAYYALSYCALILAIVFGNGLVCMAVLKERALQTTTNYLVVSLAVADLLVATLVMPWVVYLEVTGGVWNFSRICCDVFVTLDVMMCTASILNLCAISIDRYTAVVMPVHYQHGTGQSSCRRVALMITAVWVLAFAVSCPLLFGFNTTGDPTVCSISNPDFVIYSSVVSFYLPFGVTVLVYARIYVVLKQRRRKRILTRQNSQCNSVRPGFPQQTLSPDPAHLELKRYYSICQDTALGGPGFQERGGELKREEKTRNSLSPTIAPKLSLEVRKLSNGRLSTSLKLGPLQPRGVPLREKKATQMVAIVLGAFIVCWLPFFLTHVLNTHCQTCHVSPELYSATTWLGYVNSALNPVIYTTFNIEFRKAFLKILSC
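Agonist mode: compounds and dopamine controls were applied to plated cells for 90 min at 37 degrees C after an overnight attachment at 1500 cells/well. Luminescent read-out followed 30 - 60 minutes at room temperature with DiscoveRx detection reagent.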
D3 antag: blocks the human D3 dopamine receptor. P35462. D3R cells, DiscoveRx beta-arrestin luminescence, antagonist mode; stronger effect = lower value. max response, negative = inhibition, %. hit rate 2.5% among 360,000. AID 652054; in the data active means max response below about -50%; inconclusive means no clear call, values can overlap the other calls; further: on the % scale 0 is the no-effect control and ±100 the full control effect; mostly tested at two doses, the higher about 12 µM
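Cells plated overnight at 1500 cells/well, then exposed to library compounds with dopamine controls for 90 minutes at 37 degrees C. DiscoveRx reagent added for 30–60 minutes at room temperature; luminescence read, quantitative HTS format.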
HEK293 tox: cytotoxic in the GLP-1 receptor inverse agonist counter-screen; HEK293 cAMP-luciferase reporter cells, luminescence, 24 h; Potency, µM (series often up to 38.3 µM), without a hit: at the highest dose activity change, negative = inhibition, hits mostly inhibitors; hit rate 0.13% among 410,000;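 further: loss of luciferase light is scored as toxicity; potency means the concentration at half of the fitted maximal effect; on the % scale 0 is the no-effect control and ±100 the full control effect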
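Step one: seed cells (200 cells/uL, DMEM with 10% Nu serum, 1% pen-strep). Step two: 12-hour incubation at 37 deg C. Step three: pin 23 nL compound, incubate 24 hr. Step four: add luciferase reagent, read luminescence 12 min later.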
aSyn yeast inh: inhibitors of alpha-synuclein toxicity in yeast | hit rate 0.14% among 370,000 | Potency, µM (titrated, usually from 46.1 µM), for the others: at the highest dose growth rescue (activation), usual class: activators | Yeast expressing alpha-synuclein, growth rescue, BacTiter-Glo, 24 h | AID 652106; further: potency means the concentration at half of the fitted maximal effect; % of control where 0% means no effect; nearly all actives have a fitted effect of over 65% in size
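Galactose-induced alpha-syn yeast (OD600=0.02, raffinose-pregrown) + pinned cpd, 24 hr, 30 deg C; growth by BacTiter-Glo luminescence. Growth restoration scores as activation.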
GLP-1R inv ag: inverse agonists of human GLP-1 receptor; Potency, µM (series often up to 38.3 µM), without a hit: at the top dose activity change, negative = inhibition, most hits filed as inhibitors; AID 624417; hit rate 1.6% among 410,000; HEK293 GLP-1R CRE-luciferase, luminescence, 24 h; GLP-1R form is constitutively active; further: potency means the concentration at half of the fitted maximal effect; on the % scale 0 is the no-effect control and ±100 the full control effect; nearly all actives have a fitted effect of over 55% in size
Target sequence (P43220 whole entry, looked up): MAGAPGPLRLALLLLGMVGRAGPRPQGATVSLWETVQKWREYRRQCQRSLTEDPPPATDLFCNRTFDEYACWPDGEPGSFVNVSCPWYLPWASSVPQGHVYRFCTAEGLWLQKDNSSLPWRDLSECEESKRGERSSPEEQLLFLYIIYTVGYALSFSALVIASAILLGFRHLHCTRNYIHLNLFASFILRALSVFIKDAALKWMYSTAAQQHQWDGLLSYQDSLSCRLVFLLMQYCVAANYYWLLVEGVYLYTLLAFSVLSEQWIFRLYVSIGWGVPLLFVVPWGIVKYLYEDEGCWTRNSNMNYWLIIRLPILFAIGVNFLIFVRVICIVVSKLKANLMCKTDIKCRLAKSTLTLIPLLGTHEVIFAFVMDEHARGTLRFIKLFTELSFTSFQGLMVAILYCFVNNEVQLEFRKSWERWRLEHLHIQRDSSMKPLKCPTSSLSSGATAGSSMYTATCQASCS
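Using stably transfected HEK293 (constitutively active GLP-1R, cAMP-luciferase reporter), compounds were incubated 24 hr and luciferase measured by luminescence.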
GLP-1R agonist: activates the human GLP-1 receptor; AID 624172; Potency, µM (series often up to 45.6 µM), for inactives: at the highest dose activation, usual class: activators; HEK293 GLP-1R CRE-luciferase, luminescence, 4-6 h; cells express a hypersensitive GLP-1R form; hit rate 0.007% among 380,000; further: potency means the concentration at half of the fitted maximal effect; % of control where 0% means no effect
KB-V1 cytotox: KB-V1 MDR subline cytotoxicity; KB-V1 MDR cells viability, CellTiter-Glo, 72 h; Potency, µM (highest dose often 46.1 µM), for the others: at the top dose activity change, negative = cytotoxicity, hits mostly cytotoxic; hit rate 3.4% among 400,000; further: potency means the concentration at half of the fitted maximal effect; on the % scale 0 is the no-effect control and ±100 the full control effect; nearly all actives have a fitted effect of over 60% in size
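In this primary screen, KB-V1 cells overexpressing P-gp are incubated with library compounds (lowest to highest concentration) for 72 h at 37 degrees C before a luminescent ATP viability read.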
TDP43 rescue: rescues yeast growth from TDP-43 toxicity. Potency, µM (top dose mostly 46.1 µM), inactives show top-dose growth rescue (activation), actives largely listed as activators. TDP-43 expressing yeast growth rescue, BacTiter-Glo, 24 h. hit rate 1.8% among 410,000; further: potency means the concentration at half of the fitted maximal effect; % of control where 0% means no effect; nearly all actives have a fitted effect of over 50% in size
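Cell-based yeast growth screen: TDP-43 expression induced in galactose, inoculum OD600=0.02 after raffinose pregrowth to mid-log. Read-out BacTiter-Glo luminescence at 24 hr, 30 deg C; inhibition of toxicity seen as signal increase.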
PTHR1 ag: activates the human parathyroid hormone receptor PTHR1. hit rate 0.075% among 410,000. Potency, µM (series often up to 115 µM), for the others: at the highest dose activation, hits mostly activators. HEK293 GP2 PTHR1 cells, GloSensor cAMP luminescence, 1 h. Q03431. AID 743266; further: potency means the concentration at half of the fitted maximal effect; nearly all actives have a fitted effect of over 55% in size; some results filed as inactive show a strong effect at the top dose; inactives centre near -15; many of its hits are not listed in these tables
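HEK-293-derived GP2 cells expressing PTHR1 and a GloSensor cAMP reporter, 3,000/well, plated overnight, given luciferin plus IBMX (each 0.5 mM as added) for 1 h at 37 °C, then compound for 1 h at 37 °C. Luminescence was read after 15 min at room temperature.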
* = called active by the depositor; i = inactive; ? = inconclusive; . = no result given; & = joins results of further samples; [ ] = another dose, or the depositor's remark. Unless noted, the call rests on the fitted dose curve; in most records, active means well fitted curve in the direction sought with a large enough effect; inconclusive means small, poorly fitted or top-dose-only effect, or another doubt; inactive means no such curve, though single readings can be large; an effect the other way counts as inactive or inconclusive. Only part of the results is shown; count on the stated rates, not on these rows.

canonical_smiles,D3 ag,D3 antag,HEK293 tox,aSyn yeast inh,GLP-1R inv ag,GLP-1R agonist,KB-V1 cytotox,TDP43 rescue,PTHR1 ag
O=C(Nc1cccc(Cl)c1)c1cc(S(=O)(=O)NCCc2ccc(Cl)cc2)ccc1F,1.9,10.3,?,1.7%,5.62µM*,-3.4%,?,25.2%,i
COC(=O)c1ccc(-c2nc3cc(Cl)c(N)cc3s2)cc1,2.0,-5.1,38.6%[activator],-1.4%,-13.3%,9.1%,16.3%,-26.5%,-20.9%
C=C(C)C1(CCCC)C(=O)NC(=S)NC1=O,0.7,-1.7,-7.9%,-7.4%,2.4%,-4.6%,2.2%,0.0%,i
O=C(Nc1ccc(F)cc1)N1CC2CC(C1)c1cccc(=O)n1C2 (configuration not stated),0.3,-12.5,-9.8%,-7.9%,0.0%,-5.4%,16.9%,-1.8%,i
CN(C)c1cccc2c(C#N)ccc(N(C)C)c12,-7.0,-5.7,16.5%,-5.9%,-25.5%,3.2%,12.8%,-22.3%,i
COc1cccc(C2CCN(CC(=O)Nc3cc(Cl)ccc3OC)CC2O)c1 (configuration not stated),10.4,-9.8,-5.8%,-2.5%,?,11.4%,-3.8%,-17.0%,-5.9%
C/C=C/c1ccc2c(c1)OCO2,15.4,7.5,2.0%,0.1%&-8.9%,13.4%,4.0%,9.1%&-24.4%,7.4%,i
Oc1ccccc1N=Nc1ccccc1O,2.4,7.6,?,12.6µM*,?,-3.8%,?,?,-18.8%
O=C(Nc1ccc(Cl)c(C(F)(F)F)c1)NC1CC2CCCC(C1)N2Cc1ccccc1 (configuration not stated),-18.6,-83.6*,?,1.7%,2.51µM*,-5.9%,?,-5.6%,-14.6%
COc1ccc(NC(=O)CCc2nc(C3=CCN(Cc4cccc(Cl)c4)CC3)no2)cc1OC,-12.5,.,6.9%,.,16.5%,.,2.8%,-4.2%,-35.9%[inhibitor]
CCNc1nc(Cl)nc(NC(C)C)n1,9.6,60.5,4.3%,-4.2%,75.1%[activator],9.3%,18.8%,?,i
Clc1ccc(OCC#CCN2CCOCC2)cc1,1.5,5.9,-15.5%,8.8%,-18.6%,9.3%,?,-1.9%,i
Cc1cc(C)c(S(=O)(=O)NCC2CCC(C(=O)N3CCC4(CC3)OCCO4)CC2)c(C)c1 (configuration not stated),0.2,-18.4,-18.8%,?,-21.4%,0.9%,0.0%,4.2%,-6.8%[57.5 µM]
O=C1NC(=S)N(c2ccc(F)cc2)C(=O)/C1=C/c1ccccc1O,27.9,-5.8,-22.0%,10.3%,0.2%,-5.9%,2.4%,8.3%,-44.9%[inhibitor]
C=CCn1c(SCC(=O)Nc2ccc(C(=O)OC(C)C)cc2)nnc1-c1cccs1,1.3,26.2,?,-8.4%,-17.7%,-2.5%,0.0%,-16.3%,-12.0%[57.5 µM]
CN1CCN(c2oc(-c3ccc(COc4ccccc4)o3)nc2C#N)CC1,-0.1,.,-4.4%,.,-14.6%,.,0.0%,0.0%[9.22 µM],-15.2%
O=C1CN=C(c2ccccc2Cl)c2cc(Cl)ccc2N1Cc1cccc(Cl)c1,-6.6,.,-20.7%,.,?,.,14.6µM*,?,i
COc1ccc(C(CC(=O)N2CCC3(CC2)OCCO3)NS(=O)(=O)c2ccc(OC)cc2)cc1 (configuration not stated),-31.4,16.3,19.7%,9.7%,-2.6%,3.9%,-10.1%,-10.0%,-4.5%
Cc1ccc2c(c1)C1CN(C)CCC1N2C(=O)c1ccco1 (configuration not stated),-1.2,-24.8,-23.3%,-1.1%,-17.9%,0.8%,?,-20.2%,i
Cc1ccc([C@H]2C[C@H](O)[C@@H](n3cc(COC(=O)c4ccccc4)nn3)CN2CC2CCCCC2)cc1,1.5,1.6,-2.2%,-5.4%,1.4%,4.6%,?,0.0%,-50.5%
CC1CCc2c(sc3nc(CSc4n[nH]c(N)n4)[nH]c(=O)c23)C1 (configuration not stated),4.0,1.9,-8.3%,-2.0%,158.6%[activator],4.3%,7.3%,-23.8%,-53.0%
CCCCCCCCC(c1nc2cc(C)c(C)cc2[nH]1)n1c(=O)c(-c2ccccc2Br)nc2ccccc21 (configuration not stated),7.4,-7.2,4.3%,?,11.7%,-4.7%,0.0%,-11.9%,-5.0%
CCN1CCN(Cc2ccc(C)cc2)CC1,1.3,?,5.9%,-3.8%,0.0%,-7.5%,-0.3%,0.0%,-5.5%[57.5 µM]
CCCNC(=O)c1c(N)n(CC2CCCO2)c2nc3ccccc3nc12 (configuration not stated),-5.2,24.7,.,13.6%,?,7.4%,?,?,i
COC(=O)C1=C(c2ccc(F)cc2F)C[C@@H]2CC[C@H]1N2C(=O)NCCO,7.1,8.1,0.9%,7.8%,-2.1%,-1.5%,11.0%,-5.7%,-12.8%
Cc1nccn1-c1c([N+](=O)[O-])c(=O)n(C)c2ccccc12,-0.7,-29.2,-0.3%,-8.8%,34.8%[activator],-9.5%,20.6%,-14.4%,-10.5%
CCOc1cc2[nH]c(=S)n(CCCC(=O)N3CCC4(CC3)OCCO4)c(=O)c2cc1OCC,20.5,11.2,-17.8%,-0.6%,0.0%,-0.1%,0.0%,-7.4%,-7.1%
Cc1ccc2c(c1)C1CN(C)CCC1N2C(=O)Cn1nnc(-c2ccccc2F)n1 (configuration not stated),-6.8,-6.5,3.1%,-6.2%,-16.3%,11.8%,29.4%,5.5%,i
CCC(C)n1c(O)c(/C=N/N2CCOCC2)c(=O)[nH]c1=S (configuration not stated),9.5,20.0,-1.7%,-1.3%,-18.1%,0.3%,1.1%,-19.5%,-7.7%
Cc1cccc(NC(=O)CSc2nc3ccccc3c(=O)n2C)c1C,5.4,57.9,23.3%,6.3%,7.4%,-2.7%,?,22.0%,-47.6%[inhibitor]
CSc1cccc(NC(=O)C2CCN(C(=O)c3cnn(-c4ccccc4)c3-n3cccc3)CC2)c1,-1.1,.,4.3%,.,?,.,-17.1%,2.7%,-23.1%
Cn1c(O)c(C(c2ccncc2)c2c(O)n(C)c(=S)n(C)c2=O)c(=O)n(C)c1=S,3.6,?,-3.0%,2.5%,0.0%,-10.2%,?,?,i
Cc1ccc(-n2c(O)c(/C=N/NC(=O)c3ccncc3)c(=O)[nH]c2=O)cc1C,-10.6,0.3,12.9%,-6.5%,-2.1%,5.3%,-15.6%,0.0%,?
O=[N+]([O-])c1ccc(N2CCCC2)c2ncccc12,-2.4,-19.7,-14.6%,-5.3%,6.6%,-0.5%,?,7.3%,i
O=c1c2ccccc2nc(CBr)n1-c1ccc(Cl)cc1,0.4,-10.6,-6.5%,-3.7%,9.5%,-2.1%,-12.0%,-19.6%,8.7%
CCn1cc(CN2CCCC(C(=O)c3cccc(OC)c3)C2)c(C)n1 (configuration not stated),-3.8,-17.6,0.9%,6.1%,-26.3%,13.1%,-5.3%,-15.2%,i
COc1ccc(C(c2nnnn2C2CCCC2)N2CCC3(CC2)C(=O)NCN3c2ccccc2)cc1 (configuration not stated),-11.7,-23.0,-1.8%,0.7%,15.3%,2.2%,?,3.0%,-20.3%
Cc1ccc(Cn2nc(C)c(C=O)c2Cl)cc1,-0.6,15.5,-17.3%,0.5%,?,10.7%,?,?,-16.8%
Cc1ccccc1C(=O)N1CC1C (configuration not stated),8.7,3.2,2.5%,-2.2%,-1.8%,-0.4%,4.9%,16.6%,i
Nc1cc(Cl)c2nonc2c1[N+](=O)[O-],-14.9,-57.9*,8.91µM*,-5.1%,?,-31.2%[inhibitor],?,-16.8%,-20.1%
COC1C(O)C(C)OC(OC2CCC3(C)C(CCC4C3C(O)CC3(C)C(C5=CC(=O)OC5)CCC43O)C2)C1O (configuration not stated),5.6,5.4,12.6%,0.7%,?,-7.9%,0.184µM*,-5.2%,-51.0%[inhibitor]
Cc1ccc[n+](CC(O)Cn2c3ccccc3c3ccccc32)c1 (configuration not stated),2.9,-2.2,2.7%,-2.8%,31.3%[activator],?,-0.8%,-19.4%,i
CCOC(=O)[C@]12Cc3cc(C)ccc3[C@H]1N(Cc1ccccc1)C(=O)c1cc(F)c(F)cc12,0.4,8.0,-26.8%,-10.9%,11.2µM*,-31.5%[inhibitor],-10.6%,-6.5%,-49.6%[inhibitor]
O=C(O)CCn1cc(C=C2C(=O)NC(=O)NC2=O)c(-c2ccc(Br)cc2)n1,-5.6,-12.3,3.8%,-1.5%,6.0%,6.4%,-7.5%,2.6%,i

A different layout for some results above:
> O=[N+]([O-])c1ccc(N2CCCC2)c2ncccc12
  D3 ag: -2.4
  D3 antag: -19.7
  HEK293 tox: -14.6%
  aSyn yeast inh: -5.3%
  GLP-1R inv ag: 6.6%
  GLP-1R agonist: -0.5%
  KB-V1 cytotox: ?
  TDP43 rescue: 7.3%
  PTHR1 ag: i
> Cc1ccc[n+](CC(O)Cn2c3ccccc3c3ccccc32)c1 (configuration not stated)
  D3 ag: 2.9
  D3 antag: -2.2
  HEK293 tox: 2.7%
  aSyn yeast inh: -2.8%
  GLP-1R inv ag: 31.3%[activator]
  GLP-1R agonist: ?
  KB-V1 cytotox: -0.8%
  TDP43 rescue: -19.4%
  PTHR1 ag: i
> COc1ccc(C(c2nnnn2C2CCCC2)N2CCC3(CC2)C(=O)NCN3c2ccccc2)cc1 (configuration not stated)
  D3 ag: -11.7
  D3 antag: -23.0
  HEK293 tox: -1.8%
  aSyn yeast inh: 0.7%
  GLP-1R inv ag: 15.3%
  GLP-1R agonist: 2.2%
  KB-V1 cytotox: ?
  TDP43 rescue: 3.0%
  PTHR1 ag: -20.3%
> CCOC(=O)[C@]12Cc3cc(C)ccc3[C@H]1N(Cc1ccccc1)C(=O)c1cc(F)c(F)cc12
  D3 ag: 0.4
  D3 antag: 8.0
  HEK293 tox: -26.8%
  aSyn yeast inh: -10.9%
  GLP-1R inv ag: 11.2µM*
  GLP-1R agonist: -31.5%[inhibitor]
  KB-V1 cytotox: -10.6%
  TDP43 rescue: -6.5%
  PTHR1 ag: -49.6%[inhibitor]
